Bioassay records as filed in PubChem.
Pemphigus Ab inh: blocks pemphigus antibody binding to human desmoglein-3. binding (percent of control), % at 10 µM. P32926. AID 588358. DSG3-coupled beads, scFv-anti-DSG3-GFP binding, flow cytometry; active compounds read low. hit rate 0.48% among 310,000;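 active = binding more than 3 SD below its plate's average and above zero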;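 note: hits lower antibody fragment binding to DSG3; some compounds called inactive have numbers as strong as hits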
phage Ecoli inh: E. coli growth loss with phage present; hit rate 0.26% among 360,000; inhibition, % at 11.9 µM; growth absorbance; in the data active = inhibition above about 11%
PfHsp90 yeast 2: growth inhibition of yeast expressing Plasmodium Hsp90; S. cerevisiae expressing PfHsp90, BacTiter-Glo ATP, 48 h; yeast lacking PDR1 and PDR3 efflux regulators; inhibition, % at 9.4 µM; hit rate 0.32% among 310,000; AID 504621;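 active = every replicate shows inhibition above about 80%, whatever the replicate mean, limit read from the data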;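 note: 0% = DMSO neutral controls and 100% = 20 µM radicicol positive controls; yeast relying on Plasmodium falciparum Hsp90 in place of its own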
OPRM1-OPRD1 inv: mu-delta opioid heterodimer inverse agonism; P35372+P41143; cell-based MOR-DOR heterodimer luminescence; inhibition, % at 9.3 µM; hit rate 0.21% among 340,000; AID 504357; in the data active = inhibition above about 22%, passing the limit was not always enough;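 note: 0% = cells with DMSO and 100% = wells without cells with DMSO; values of inactives mirror those of a sister screen read the other way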
Target sequence (P35372 whole entry, looked up): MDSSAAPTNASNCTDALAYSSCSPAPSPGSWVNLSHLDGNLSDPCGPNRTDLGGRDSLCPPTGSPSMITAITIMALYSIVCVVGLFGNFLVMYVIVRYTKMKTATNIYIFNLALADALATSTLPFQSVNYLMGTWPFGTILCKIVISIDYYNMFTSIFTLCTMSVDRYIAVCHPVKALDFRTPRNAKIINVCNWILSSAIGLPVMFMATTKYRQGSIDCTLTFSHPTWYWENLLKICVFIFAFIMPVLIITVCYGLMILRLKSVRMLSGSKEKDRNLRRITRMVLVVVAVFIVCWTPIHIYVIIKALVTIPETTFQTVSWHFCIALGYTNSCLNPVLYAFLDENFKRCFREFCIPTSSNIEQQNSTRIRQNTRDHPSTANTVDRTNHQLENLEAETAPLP
Target sequence (P41143 whole entry, looked up): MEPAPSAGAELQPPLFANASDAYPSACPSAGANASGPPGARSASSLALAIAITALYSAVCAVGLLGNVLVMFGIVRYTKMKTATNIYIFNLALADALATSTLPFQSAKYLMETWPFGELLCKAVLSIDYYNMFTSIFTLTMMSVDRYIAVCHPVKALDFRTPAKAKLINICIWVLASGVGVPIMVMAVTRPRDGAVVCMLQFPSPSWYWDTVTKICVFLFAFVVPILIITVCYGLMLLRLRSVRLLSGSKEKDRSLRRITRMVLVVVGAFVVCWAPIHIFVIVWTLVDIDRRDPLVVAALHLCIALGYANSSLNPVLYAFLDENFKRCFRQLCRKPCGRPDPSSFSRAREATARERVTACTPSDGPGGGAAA
Tat transport: inhibitors of E. coli Tat protein transport; inhibition, % at 10 µM; E. coli MC4100 TorA-mCherry Tat export, fluorescence; hit rate 0.036% among 340,000;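 active = mean replicate inhibition at least 50% and at least half of replicates individually reaching 50%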;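 note: exported cargo escapes ClpAP degradation while cytoplasmic cargo is degraded and loses fluorescence; 0% = median of neutral control wells and 100% = median of NaSCN control wells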
Arrestin-AP2 inh: blocks beta-arrestin peptide binding to AP2 adaptin; FITC-arrestin peptide / GST-AP2 beads, flow cytometry; AP2 beta2 appendage carries R879A mutation; hit rate 0.31% among 340,000; AID 504490; inhibition, % at 10 µM;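 active = inhibition above a set limit, near 3 SD of compounds lacking own fluorescence, cut at about 54% in these data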;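 note: plate controls were DMSO wells for no effect and 5 µM unlabelled arrestin peptide for full effect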
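Test system: GST-tagged AP2 beta2-adaptin appendage (R879A) on 4 µm glutathione beads; also added: fluorescein-tagged arrestin peptide at 50 nM final; timing: 12 min plus 1 h, RT; signal: flow cytometry, FL1 (488/535 nm); read-out: percent drop in bead-associated FITC signal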
PKA-R1A activ: PKA-R1A complex activation | P00514+P68181 | PKA-R1A dissociation, Cy5-IP20 fluorescence polarization; scaled: DMSO 0%, 113 µM cGMP 100% | activation, % at 11.4 µM | hit rate 0.083% among 340,000 | AID 504707;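 active = percent activation above the mean of all tested compounds plus 3 SD, cut at about 19% in these data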;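 note: higher means more PKAc released from R1A so a rise in polarization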
MOR-DOR ag: OPRM1-OPRD1 heterodimerization agonism; hit rate 0.3% among 340,000; cells, luminescence; activation, % at 9.3 µM; P35372+P41143; in the data active = activation above about 18%;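 note: 0% = vehicle-treated cells and 100% = reference agonist; values of inactives mirror those of a sister screen read the other way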
AddAB inh: less growth of phage-infected E. coli with AddAB. E. coli expressing H. pylori AddAB, absorbance growth. inhibition, % at 11.9 µM. hit rate 0.29% among 330,000; in the data active = inhibition above about 12%;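 note: 0% = vehicle wells of infected cells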
E coli growth: reduces bacterial viability in AddAB counter-screen. hit rate 0.27% among 330,000. inhibition, % at 11.9 µM. AID 449728. E. coli V3065 growth, OD600 absorbance, 18 h;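 active = inhibition above the campaign's mean inhibition across all tested compounds plus 3 SD, cut at about 9.9% in these data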;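 note: uninfected addAB+ strain grown without phage in ampicillin broth; 0% = DMSO wells and 100% = ciprofloxacin 0.95 µg/ml wells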
SUMO Mot1 rescue: inhibitors of SUMOylation pathway: yeast Mot1-301 growth rescue | S. cerevisiae Mot1-301 growth rescue, ATP luminescence, 38.5C; percent above DMSO median, 100 means doubled | growth rescue, % at 18.8 µM | hit rate 1% among 320,000;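 active = every valid replicate shows activation above 250% relative to neutral control wells; inactive = the rest, any valid replicate at or below 250%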;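 note: OY570 slx delta 5 strain wells were the positive control but not used for scaling; some compounds called inactive have numbers as strong as hits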
Starred values were filed as active, the others as inactive; · = no result given; & = joins results of further samples. Rows are unselected (roughly 2.8% active in at least one column).

SMILES | Pemphigus Ab inh | phage Ecoli inh | PfHsp90 yeast 2 | OPRM1-OPRD1 inv | Tat transport | Arrestin-AP2 inh | PKA-R1A activ | MOR-DOR ag | AddAB inh | E coli growth | SUMO Mot1 rescue
CCS(=O)(=O)c1ccc2oc(SCC(=O)NCCC3=CCCCC3)nc2c1 | 113 | 3.9 | 7 | 12 | -5 | 10 | -3 | -2.9 | 2.9 | 0.8 | -7
CN1CCc2ccccc2CC1=O | 118 | 2.8 | 17 | 11 | -7 | 20 | -1 | -2.1 | 4.3 | -1.2 | -11
CCCCCOc1ccc(/C(C)=N/NC2=NCCN2)cc1 | 132 | 2.6 | -22 | -9 | 4 | 9 | -1 | 1.9 | 2.8 | 1.0 | 38
CCOC(=O)C(N)CSC1CC(=O)N(CCc2ccccc2)C1=O (stereo unspecified) | 112 | 1.8 | -11 | 12 | -5 | 5 | -3 | -2.3 | 2.6 | 2.5 | -5
N=c1nc(SCCC(=O)O)ss1 | 98 | 2.0 | 6 | 11 | -4 | 8 | 7 | -2.2 | -1.2 | -0.2 | -9
Cc1cccc(N2CC(C)Cn3c2nc2c3c(=O)n(CC(=O)OCc3ccccc3)c(=O)n2C)c1 (stereo unspecified) | 102 | 1.0 | -12 | 10 | 4 | -2 | -9 | -1.8 | -1.6 | -0.2 | ·
Cc1cccc(N(Cc2ccccc2)C(=O)CCl)c1 | 99 | -1.7 | 38 | -368 | 0 | 10 | -10 | 67* | · | · | ·
Cc1nc2ccccc2n1C(=O)c1ccc(Cl)cc1[N+](=O)[O-] | 94 | 5.8 | -26 | 14 | -1 | 11 | 2 | -2.4 | 3.1 | 1.3 | -5
CCCN=C1N(C)C[C@@H]2[C@@H]3C(=O)N(Cc4ccccc4)C(=O)[C@@H]3[C@](C)(C(=O)OC)N12 | 104 | · | -18 | 10 | -6 | -2 | -6 | -2.0 | -0.7 | -0.7 | ·
COc1ccc(C(C)NC(=O)C2CCCC2)cc1OC (stereo unspecified) | 111 | 0.2 | -32 | 5 | 1 | 0 | -8 | -1.0 | -1.2 | -1.1 | -7
CCN(CC)S(=O)(=O)c1cccc(C(=O)N/N=C2\CCCC(=O)C2)c1 | 94 | 1.9 | -18 | -1 | 1 | 48 | -2 | 0.2 | -0.6 | -0.5 | -6
O=C(O)Cn1ncc2ccccc2c1=O | 81 | 3.1 | 9 | 15 | -7 | -11 | -2 | -3.1 | 3.6 | 0.2 | 4
CCC(CC)NC(=O)Nc1ccccc1C(F)(F)F | 91 | 2.9 | 26 | 2 | -3 | 2 | 2 | -0.4 | 2.2 | -1.4 | -6
COc1ccc(C(=O)C2CCN(CC(=O)Nc3ccc(OC)cc3OC)CC2)cc1 | 105 | 1.2 | 24 | 6 | -4 | 5 | 5 | -1.1 | -1.5 | -2.1 | 11
CCOc1ccc(CC2c3cc(OCC)c(OCC)cc3CCN2C(=O)CN2CCN(C)CC2)cc1OCC (stereo unspecified) | 102 | 2.8 | 7 | -4 | 17&3 | 0 | 6 | 0.8 | 2.7 | 1.5 | 106
Cc1ccc(Cn2ccc(NC(=O)c3cc4nc(-c5ccco5)cc(C(F)(F)F)n4n3)n2)cc1 | · | 2.2 | 61 | 8 | -2 | -6 | 5 | -1.5 | 1.1 | -5.5 | 0
CCCC(=O)Nc1ccc(Cl)c(NC(=O)c2cccc(OC)c2)c1 | 106 | 4.7 | 2 | 12 | 1 | 0 | -1 | -1.6 | 1.0 | 0.0 | -13
O=C(N/N=C/c1ccc2c(c1)OCO2)c1cc(-c2ccc(F)cc2)nc2ccccc12 | 87 | 2.8 | 7 | 8 | -4 | -4 | -2 | -1.6 | 0.2 | -1.1 | 31
CC1CCN(CCCCOc2ccccc2[N+](=O)[O-])CC1 | 106 | 0.3 | 0 | 3 | 8 | 0 | 0 | -0.6 | 0.7 | -2.4 | 6
O=S(=O)(c1ccc(OC(F)(F)F)cc1)N1CCCC(N2CCOCC2)C1 (stereo unspecified) | 99 | 1.7 | -3 | 1 | 9 | 2 | -20 | -0.2 | 5.3 | 0.9 | 57
CN(C)CCCNc1ncnc2sc(-c3ccccc3)cc12 | 94 | -5.0 | -7 | 9 | -2 | -15 | -5 | -1.8 | 0.0 | -2.1 | 599
COC(=O)C1CC2=C(CCCC2=O)NC1=O (stereo unspecified) | 100 | 2.2 | -9 | 4 | -6 | 13 | 5 | -0.9 | · | · | ·
Cc1cc(C)nc(SCC(=O)NNC(=O)c2cccs2)n1 | 105 | 3.2 | -2 | 14 | 0 | 13 | -12 | -2.8 | 1.0 | -0.8 | 14
O=C(O)CCc1ccc(-c2ccc(F)cc2)n1CC1CCCO1 (stereo unspecified) | 95 | 0.5 | -14 | 10 | -5 | 2 | -14 | -1.9 | 1.4 | 0.0 | 8
Cc1cccc(Nc2ccncc2S(N)(=O)=O)c1 | 103 | 1.5 | · | · | · | 1 | · | · | -0.3 | -1.0 | -11
COc1cc(OC)c(OC)cc1CN1CCCC(C(=O)N2CCCCC2)C1 (stereo unspecified) | 95 | -0.9 | 3 | 9 | -8 | 31 | -8 | -1.9 | 2.6 | -0.4 | -6
CC(OC(=O)c1cccc(S(=O)(=O)N2CCCCC2)c1)C(=O)NC1CCCCC1C (stereo unspecified) | · | 1.5 | -8 | 7 | -8 | -5 | 2 | -1.3 | 2.6 | -0.1 | -20
CC1=C(C(=O)Nc2ccccc2)C(c2ccccc2)N2C(=O)CSC2=N1 (stereo unspecified) | 99 | 0.9 | 1 | 14 | -3 | 3 | -7 | -2.4 | 3.8 | 2.1 | 1
Cc1ccc(NS(=O)(=O)c2cccc3cccnc23)cc1Cl | 99 | 1.5 | -6 | 16 | -4 | 8 | -13 | -3.5 | -1.3 | -1.6 | -7
O=C(C=C(C(=O)c1ccccc1)c1ccccc1)c1ccccc1 | 97 | 3.7 | 14 | 5 | 0 | 5 | -2 | -0.9 | · | · | ·
Cc1ccc(C)c(NC(=O)C(=O)NCCCN2CCOCC2)c1 | 99 | 5.2 | 1 | 1 | -12 | 8 | -7 | -0.2 | 2.7 | 1.4 | -3
COc1ccccc1NC(=O)CC(=O)CSc1nnc(-c2ccc(C)cc2)n1C | 104 | 3.0 | 8 | 14 | 1 | 19 | -22 | -2.6 | 3.6 | 0.1 | -13
CCN(CC)S(=O)(=O)c1ccc(O)c(C(=O)OCC(=O)N2CCCC2)c1 | 106 | 2.1 | 27 | 13 | 3 | 35 | 2 | -2.4 | 3.2 | -0.6 | -7
CC(C)Cn1c(CN(C)Cc2ccccc2)nc2c1c(=O)n(C)c(=O)n2C | 93 | 3.6 | 2 | 0 | -9 | 1 | -16 | -0.1 | 1.5 | 0.9 | 17
Oc1cccc(CCc2ccccn2)c1 | 119 | 1.8 | 20 | 14 | 5 | 5 | 9 | -2.7 | · | · | ·
O=C(Cc1ccccc1)Nc1ccc(NC(=O)c2ccccc2)c(Cl)c1 | 97 | 4.4 | -3 | 15 | 0 | 7 | 5 | -3.0 | · | · | 7
NC(=O)CC[C@H](NC(=O)[C@H](Cc1ccccc1)n1c(=O)[nH]c2ccccc2c1=O)C(=O)N1CCC[C@H]1C(=O)O | · | -0.5 | -2 | 18 | 2 | -6 | -2 | -3.5 | 3.4 | -1.3 | 3
CCOC(=O)c1sc(NC(=O)c2ccccc2F)c(C(N)=O)c1C | 111 | 2.5 | 16 | 0 | -8 | 4 | -8 | 0.1 | -0.3 | -0.5 | 29
CCOC(=O)N1CCC2(CC1)C(C(=O)C13CC4CC(CC(C4)C1)C3)C2(C#N)C#N (stereo unspecified) | · | 1.0 | 29 | 13 | -2 | -5 | -16 | -2.6 | -2.4 | -3.2 | 85
CCOC(=O)c1c(-c2ccccc2)csc1NC(=O)COc1ccc2c(C)cc(=O)oc2c1 | 103 | 3.3 | -8 | -3 | 2 | 3 | 1 | 0.5 | -0.8 | -2.5 | 10
CC1CCCCC1NC(=O)C1CCN(S(=O)(=O)N2CCC3(CC2)OCCO3)CC1 (stereo unspecified) | 104 | -1.0 | -7 | 9 | 3 | 32 | -3 | -1.7 | -2.5 | -1.4 | 42
CCN1C=C(C(=O)OC)C(c2cccc(OC)c2OC)C(C(=O)OC)=C1 | 81 | 3.0 | 27 | 15 | 2 | -12 | 2 | -3.3 | 1.1 | -0.8 | -9
CN(C)CCN1C(=O)C(O)=C(C(=O)c2cc3ccccc3o2)C1c1ccc(N(C)C)cc1 (stereo unspecified) | 108 | -1.2 | -10 | 20 | 2 | 5 | 2 | -4.0 | 5.3 | -0.8 | -10
CC(=O)C1=C(O)C(=O)N(C2CCCCC2)C1c1ccccc1 (stereo unspecified) | 103 | 3.9 | -31 | 7 | 18 | 0 | -2 | -1.3 | 1.2 | -0.6 | 215
O=C1CN(Cc2cc(=O)oc3cc4c(cc23)CCC4)CCN1 | 86 | 2.5 | · | 1 | 7 | 4 | 7 | -0.2 | 0.7 | 1.5 | 7

Given as a markdown table: part of the list above.
| SMILES | Pemphigus Ab inh | phage Ecoli inh | PfHsp90 yeast 2 | OPRM1-OPRD1 inv | Tat transport | Arrestin-AP2 inh | PKA-R1A activ | MOR-DOR ag | AddAB inh | E coli growth | SUMO Mot1 rescue |
| --- | --- | --- | --- | --- | --- | --- | --- | --- | --- | --- | --- |
| CCOC(=O)N1CCC2(CC1)C(C(=O)C13CC4CC(CC(C4)C1)C3)C2(C#N)C#N (stereo unspecified) | · | 1.0 | 29 | 13 | -2 | -5 | -16 | -2.6 | -2.4 | -3.2 | 85 |
| CCOC(=O)c1c(-c2ccccc2)csc1NC(=O)COc1ccc2c(C)cc(=O)oc2c1 | 103 | 3.3 | -8 | -3 | 2 | 3 | 1 | 0.5 | -0.8 | -2.5 | 10 |
| CC1CCCCC1NC(=O)C1CCN(S(=O)(=O)N2CCC3(CC2)OCCO3)CC1 (stereo unspecified) | 104 | -1.0 | -7 | 9 | 3 | 32 | -3 | -1.7 | -2.5 | -1.4 | 42 |
| CCN1C=C(C(=O)OC)C(c2cccc(OC)c2OC)C(C(=O)OC)=C1 | 81 | 3.0 | 27 | 15 | 2 | -12 | 2 | -3.3 | 1.1 | -0.8 | -9 |
| CN(C)CCN1C(=O)C(O)=C(C(=O)c2cc3ccccc3o2)C1c1ccc(N(C)C)cc1 (stereo unspecified) | 108 | -1.2 | -10 | 20 | 2 | 5 | 2 | -4.0 | 5.3 | -0.8 | -10 |
| CC(=O)C1=C(O)C(=O)N(C2CCCCC2)C1c1ccccc1 (stereo unspecified) | 103 | 3.9 | -31 | 7 | 18 | 0 | -2 | -1.3 | 1.2 | -0.6 | 215 |
| O=C1CN(Cc2cc(=O)oc3cc4c(cc23)CCC4)CCN1 | 86 | 2.5 | · | 1 | 7 | 4 | 7 | -0.2 | 0.7 | 1.5 | 7 |
